Source: PubChem BioAssay
SUMO1-SIM PPI: modulators of human SUMO1-mediated protein-protein interactions | SUMO1 binding to a labelled peptide, TR-FRET, 1 h | inhibition, % at 20 µM | 360,000 compounds, 0.33% hits | AID 602429; in the data active = inhibition above about 37%
NadD block: inhibitors of Staphylococcus aureus NadD. purified NadD enzyme, colorimetric absorbance read-out. inhibition, % at 20 µM. 360,000 compounds, 0.78% hits. AID 602399; in the data active = inhibition above about 26%; also: some compounds past the cut are filed as inactive
STEP block: STEP (human) phosphatase inhibition. 360,000 compounds, 0.25% hits. recombinant STEP, OMFP fluorogenic substrate, fluorescence. inhibition, % at 20 µM;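 active = inhibition at 20 µM, scaled per plate between control wells, above about 37%, limit read from the data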;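 also: 0% = DMSO with enzyme and substrate and 100% = substrate only without enzyme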
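medium = Bis-Tris buffer pH 6.0, 2.5 mM DTT, 0.005% Tween 20 | test system = STEP (striatal-enriched tyrosine phosphatase) enzyme, cell-free | measure = normalized % inhibition | compound dosing = 20 µM, 1% DMSO | also added = 25 µM OMFP | schedule = reaction 20 min, ambient temperature | measured by = fluorescence read at 480 nm ex / 540 nm em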
DNMT1 block: DNMT1 (human) enzyme inhibition; P26358; inhibition (reported as % activation of signal), % at 10 µM; DNMT1 molecular beacon, Hinp1I cleavage, fluorescence; 360,000 compounds, 0.83% hits; in the data active = inhibition above about 50%
TbMetRS inhib: Trypanosoma brucei MetRS inhibition; purified T. brucei MetRS, ATP depletion, Kinase-Glo luminescence; inhibition, % at 11.9 µM; 360,000 compounds, 0.4% hits;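 active = inhibition above a per-plate cutoff of the control wells' mean inhibition plus 3 SD, cut at about 5.5% in these data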;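 also: 0% = DMSO wells median and 100% = median of wells with control inhibitor compound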
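technique = Kinase-Glo luminescence, ATP depletion format | system = purified MetRS (methionyl-tRNA synthetase) enzyme from Trypanosoma brucei | timing = 15 min preincubation, 2 h reaction, all 25 °C | evaluation = percent inhibition versus plate control medians | dosing = single dose, 11.9 µM final nominal, 0.9% final DMSO | also added = substrates ATP, L-methionine and bulk Escherichia coli tRNA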
SKN-1 inh: inhibitors of C. elegans SKN-1. AID 624304. inhibition, % at 21.8 µM. 360,000 compounds, 0.49% hits. C. elegans VP596 Pgst-4::GFP/RFP ratio, acrylamide-induced, 24 h;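 active = interference check ratio from 0.5 to 1.5 plus GFP to RFP signal ratio inhibition reaching or exceeding a fixed threshold, cut at about 30% in these data, passing the limit was not always enough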; also: some compounds called inactive have numbers as strong as hits
LMPTP block: blocks human LMPTP phosphatase; P24666; recombinant LMPTP-A, OMFP fluorogenic substrate, fluorescence intensity; inhibition, % at 20 µM; 360,000 compounds, 0.22% hits;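 active = compounds that cut the enzyme signal by at least half of the control window in the single-dose screen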;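 also: plate controls were DMSO wells with enzyme plus substrate for no effect and substrate without enzyme for full effect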
Target sequence (P24666 whole entry, looked up): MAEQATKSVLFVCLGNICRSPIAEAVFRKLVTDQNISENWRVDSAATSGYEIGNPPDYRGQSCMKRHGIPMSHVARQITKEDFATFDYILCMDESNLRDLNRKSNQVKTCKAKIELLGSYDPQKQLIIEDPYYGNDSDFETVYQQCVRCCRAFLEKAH
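Assay system: LMPTP-A, protein tyrosine phosphatase of low molecular weight / Medium: pH 6.0 Bis-Tris buffer with DTT and Triton X-100 / Schedule: 50 min enzyme reaction at room temperature, protected from light / Measured by: endpoint fluorescence intensity from OMFP dephosphorylation / Read-out basis: % inhibition relative to no-enzyme and uninhibited control wells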
Neddylation inh: inhibitors of human cullin neddylation; P61081+Q13564; TR-FRET cullin neddylation, biochemical; calls only at 25 µM; 360,000 compounds, 0.58% hits; AID 651699; in the data active = inhibition above about 36%
Scp1 inh: inhibitors of human Scp-1 phosphatase; Q9GZU7; Recombinant Scp1, phosphopeptide, malachite green phosphate absorbance; inhibition, % at 20 µM; 340,000 compounds, 0.88% hits; AID 493091;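 active = inhibition above about 50% at 20 µM, limit read from the data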;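 also: plate controls were DMSO wells with enzyme for no effect and wells lacking enzyme for full effect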
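Test system – truncated SCP-1 phosphatase (76-261aa) · Reagent – Phosphorylated 17-residue peptide substrate · Incubation – 45 min room-temperature reaction, 5 min colour, 30 min stabiliser · Detection – colorimetric phosphate reagent with accelerator and stabiliser, absorbance at 630 nm · Measure – % inhibition at 20 µM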
CendR NRP1 mod: modulators of CendR peptide binding to human neuropilin-1. FAM-RPARPAR peptide binding to NRP-1, fluorescence polarization. inhibition, % at 25 µM. 360,000 compounds, 0.85% hits. AID 602438. O14786;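 active = inhibition or corrected inhibition above about 18%, plus a signal ratio from 0.5 to 1.5, limit read from the data, passing the limit was not always enough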; also: strong numbers were not always called active
Target sequence (O14786 whole entry, looked up): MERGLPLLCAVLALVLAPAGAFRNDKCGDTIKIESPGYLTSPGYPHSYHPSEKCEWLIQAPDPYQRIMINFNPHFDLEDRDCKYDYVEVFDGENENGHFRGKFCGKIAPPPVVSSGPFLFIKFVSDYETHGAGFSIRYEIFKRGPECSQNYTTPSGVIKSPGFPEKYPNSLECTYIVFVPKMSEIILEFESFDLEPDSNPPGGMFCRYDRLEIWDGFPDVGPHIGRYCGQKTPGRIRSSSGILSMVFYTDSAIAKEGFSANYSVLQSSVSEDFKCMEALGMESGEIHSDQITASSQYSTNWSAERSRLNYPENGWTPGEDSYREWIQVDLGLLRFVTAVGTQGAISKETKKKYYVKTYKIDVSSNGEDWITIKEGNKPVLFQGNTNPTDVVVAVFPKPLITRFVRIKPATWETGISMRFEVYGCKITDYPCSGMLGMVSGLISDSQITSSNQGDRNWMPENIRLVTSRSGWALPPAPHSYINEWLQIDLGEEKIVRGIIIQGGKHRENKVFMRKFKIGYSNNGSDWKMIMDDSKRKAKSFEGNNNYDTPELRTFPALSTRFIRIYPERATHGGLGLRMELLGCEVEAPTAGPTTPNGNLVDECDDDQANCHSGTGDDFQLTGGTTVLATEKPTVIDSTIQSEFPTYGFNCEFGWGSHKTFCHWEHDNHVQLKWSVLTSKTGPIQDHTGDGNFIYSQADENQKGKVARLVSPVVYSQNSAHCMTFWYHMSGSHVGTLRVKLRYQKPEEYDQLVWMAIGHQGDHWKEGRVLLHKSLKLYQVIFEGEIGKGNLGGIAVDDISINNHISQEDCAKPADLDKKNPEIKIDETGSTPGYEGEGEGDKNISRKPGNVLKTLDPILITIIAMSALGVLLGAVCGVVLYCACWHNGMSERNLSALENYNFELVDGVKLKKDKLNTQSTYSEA
The depositor's hits bear a star; i = inactive; / = no result given; + = active, no number.

compound | NadD block | CendR NRP1 mod | LMPTP block | DNMT1 block | SUMO1-SIM PPI | Neddylation inh | TbMetRS inhib | STEP block | SKN-1 inh | Scp1 inh
CCN1CCCc2cc(CN(CCN3CCOCC3)C(=S)Nc3ccc(OC)c(OC)c3)ccc21 | 0 | 7 | -1.0 | -12 | -10 | i | 2.4 | 0 | -6 | -2
CC(C)(C)NC(=O)COC(=O)c1ccc(Cl)cc1O | -6 | 1 | -1.5 | 0 | 3 | i | -1.4 | -6 | 1 | -1
COc1ccc(NS(=O)(=O)c2cccc(C(=O)NCc3ccco3)c2)cc1 | 0 | -12 | 1.6 | 1 | 2 | i | -0.2 | 0 | -1 | -4
NS(=O)(=O)c1ccc(CCNC(=O)COC(=O)c2cc([N+](=O)[O-])ccc2N2CCOCC2)cc1 | -5 | -12 | -1.5 | 2 | -23 | i | -0.3 | 0 | 9 | -7
CCOC(=O)c1n[nH]n2c1nc(=S)c1ccccc12 | 3 | -10 | -0.8 | 1 | 9 | i | -0.8 | 0 | 10 | 12
Cc1cc(N=Cc2c(O)n(-c3ccc4c(c3)OCO4)c(=O)c3ccccc23)ccn1 | -5 | -92 | 7.4 | -5 | -13 | i | -0.4 | 5 | 11 | 5
O=C1NC(c2ccccc2)=CC(c2ccccc2)N1 (stereo unspecified) | -1 | 2 | -1.5 | 2 | 2 | i | 0.4 | 2 | 19 | -3
CC1=NN(C(N)=S)C(=O)C1N=Nc1ccc(S(N)(=O)=O)cc1 (stereo unspecified) | -1 | -2 | 2.0 | 0 | -18 | i | -0.7 | 7 | 6 | 9
CCOc1c(Br)cc(CNc2ncn[nH]2)cc1OC | 1 | 5 | -1.3 | -1 | -1 | i | 1.1 | -5 | -7 | 2
CCOC(=O)CSc1nc2sc(C)c(C)c2c(=O)n1C | -6 | -6 | 0.4 | 5 | 2 | i | -0.1 | 1 | 15 | -7
COc1cc2oc(=O)cc(CN3CCN(C(C)=O)CC3)c2cc1Cl | -2 | -9 | -1.4 | -2 | -2 | i | -0.4 | -2 | -1 | /
COc1cc(C2N(c3ccccc3)CCN2c2ccccc2)ccc1OC(C)=O | -2 | 3 | 1.8 | -5 | -1 | i | 0.1 | -2 | -4 | -5
COCCn1c(SCC(=O)NC2CCCC2)nnc1C(C)C | -2 | 16 | 0.3 | 3 | 1 | i | -0.2 | 0 | -3 | -7
Cc1ccc(N2CCN(C(=S)Nc3ccc(Cl)cc3)CC2)cc1 | 11 | -6 | -1.3 | 2 | 3 | i | 0.1 | 3 | 9 | -9
CCOC(=O)C1=C(CN2CCCCC2)NC(=O)NC1c1cc(C)ccc1C (stereo unspecified) | -6 | 5 | -0.2 | -6 | 5 | i | -0.4 | 13 | -2 | -4
CCc1ccccc1NC(=O)CN(C)Cc1c(O)ccc2ccccc12 | 2 | 6 | 3.0 | -1 | -9 | i | -0.4 | 1 | 5 | -5

Reformatted with values under each structure: entries from further up.
Order of results: NadD block, CendR NRP1 mod, LMPTP block, DNMT1 block, SUMO1-SIM PPI, Neddylation inh, TbMetRS inhib, STEP block, SKN-1 inh, Scp1 inh
CCOC(=O)CSc1nc2sc(C)c(C)c2c(=O)n1C
→ -6, -6, 0.4, 5, 2, i, -0.1, 1, 15, -7
COc1cc2oc(=O)cc(CN3CCN(C(C)=O)CC3)c2cc1Cl
→ -2, -9, -1.4, -2, -2, i, -0.4, -2, -1, /
COc1cc(C2N(c3ccccc3)CCN2c2ccccc2)ccc1OC(C)=O
→ -2, 3, 1.8, -5, -1, i, 0.1, -2, -4, -5
COCCn1c(SCC(=O)NC2CCCC2)nnc1C(C)C
→ -2, 16, 0.3, 3, 1, i, -0.2, 0, -3, -7
Cc1ccc(N2CCN(C(=S)Nc3ccc(Cl)cc3)CC2)cc1
→ 11, -6, -1.3, 2, 3, i, 0.1, 3, 9, -9
CCOC(=O)C1=C(CN2CCCCC2)NC(=O)NC1c1cc(C)ccc1C (stereo unspecified)
→ -6, 5, -0.2, -6, 5, i, -0.4, 13, -2, -4
CCc1ccccc1NC(=O)CN(C)Cc1c(O)ccc2ccccc12
→ 2, 6, 3.0, -1, -9, i, -0.4, 1, 5, -5

Continued.
compound | NadD block | CendR NRP1 mod | LMPTP block | DNMT1 block | SUMO1-SIM PPI | Neddylation inh | TbMetRS inhib | STEP block | SKN-1 inh | Scp1 inh
O=C(/C=C/c1ccc(Cl)cc1Cl)NCc1ccncc1 | 4 | 2 | -0.3 | -1 | -12 | i | 8.9* | 1 | 4 | -7
CC(C)c1ccc(NC(=O)Nc2nnc([C@@H]3C[C@H](O)[C@@H](CO)O3)s2)cc1 | -8 | -2 | -0.6 | 0 | 6 | i | -0.3 | 0 | 4 | /
CCOC(=O)c1nnn(-c2nonc2-n2cccc2)c1CN1CCOCC1 | 2 | 1 | -0.6 | -5 | -1 | i | -0.7 | -2 | 1 | 5
CCOC(=O)c1sc(NC(=O)c2ccc(=O)[nH]c2)nc1C | -7 | 9 | -1.3 | -1 | -4 | i | -0.1 | 2 | 5 | 14
CCc1ccc(NS(=O)(=O)c2c(C(=O)N3CCCCCC3)c(C)n(C)c2C)cc1 | -6 | 28* | 0.1 | -3 | 0 | i | 0.0 | 0 | 5 | -6
CN(C)S(=O)(=O)c1cccc(NC(=S)NCCc2ccccn2)c1 | 10 | 6 | -1.6 | 1 | 9 | i | 0.1 | 0 | -2 | -5
CC(NC(=O)CSc1ncn[nH]1)c1ccc(Cl)cc1Cl (stereo unspecified) | -1 | 3 | -1.3 | -1 | -1 | i | 0.6 | 1 | 2 | 1
Cc1ccc(NC(=O)c2cc(=O)c3ccccc3o2)cc1S(=O)(=O)N1CCCCC1 | -6 | 5 | 0.5 | 0 | -4 | i | -0.8 | 0 | 1 | -9
COc1ccc(CCNCc2ccc(-c3ccccc3)cc2)cc1OC | -4 | 8 | -1.0 | -4 | -2 | i | -0.2 | 1 | 5 | 13
COc1ccc(CNC(=O)c2cnn3c(C(F)F)cc(C)nc23)cc1OC | 0 | 3 | 0.4 | -1 | -5 | i | -0.9 | 0 | -14 | -6
COC(=O)C1N[C@@H]([C@@H](NC(=O)COc2ccccc2)C(=O)NCc2ccc(OC)cc2)SC1(C)C (stereo partly specified) | -1 | 9 | 1.6 | -3 | -1 | i | -0.4 | 2 | 13 | -5
COc1cccc(/C=N/n2nnnc2N)c1OCc1ccccc1Cl | 0 | -1 | -0.7 | 11 | 9 | + | 0.1 | 16 | 21 | -2
CCOC(=O)C1=C(C)OC(N)=C(C#N)C1c1cncc(-c2ccc(F)cc2)c1 (stereo unspecified) | -1 | -11 | 0.4 | -7 | -1 | i | -0.3 | -2 | -13 | 7
Cn1ccnc1-c1nnn(-c2ccc(F)cc2)n1 | 0 | -4 | -0.4 | 2 | 0 | i | 0.0 | -1 | 4 | -3
COc1ccc(C(=O)NNC(=O)Cn2nnc(-c3ccc(OC)c(OC)c3)n2)cc1 | -4 | -3 | -1.0 | -4 | 0 | i | -0.5 | -3 | -4 | -3
O=C(N/N=C/c1ccc2nccnc2c1)c1ccc(Br)cc1 | -1 | 1 | -0.2 | 1 | -22 | i | -0.2 | -1 | -9 | 36
O=C(CCc1ccccc1)NCCSCc1c(F)cccc1Cl | -4 | -6 | -0.1 | 1 | 4 | i | -0.1 | -3 | 3 | -3
Cc1c(C(=O)N2CCOCC2)sc2ncn(CC(=O)N3CCC(C)CC3)c(=O)c12 | -1 | 19 | -0.5 | 2 | -2 | i | 0.0 | -2 | -8 | 11
O=C(CN1C(=O)CSc2ccccc21)Nc1ccc2c(c1)OCCO2 | 3 | -14 | -1.3 | -4 | -2 | i | -0.2 | -2 | 0 | -5
CCc1ccc(NC(=S)NC(=O)CC(C)C)cc1 | -4 | 8 | 0.7 | 7 | 5 | i | -0.5 | -1 | 6 | -15
O=C(OCCOc1ccc(Br)cc1)c1cnccn1 | 4 | 16 | 0.1 | 0 | -4 | i | 0.0 | -1 | 4 | -5
COc1ccc(Cc2nnc(N)s2)cc1 | -3 | -3 | -2.0 | 1 | 1 | i | 0.3 | 2 | 1 | 0
COC(=O)CC(NC(=O)Nc1ccccc1F)c1ccc2c(c1)OCO2 (stereo unspecified) | -6 | -3 | -0.6 | -3 | -2 | i | -0.2 | 0 | 17 | -1
CCOC(=O)C1CCN(C(=O)COC(=O)c2cc(-c3cccs3)nn2-c2ccccc2)CC1 | -4 | 6 | 0.1 | 3 | 1 | i | 0.5 | 0 | 5 | -7
CCOc1cccc(/C(O)=C2/C(=O)C(=O)N(Cc3cccnc3)C2c2ccco2)c1 (stereo unspecified) | 4 | -11 | -1.4 | 11 | -8 | i | -0.5 | 1 | -1 | 6
NC(=O)N(N)c1nc(N2CCCC2)nc(N2CCCC2)n1 | 1 | 8 | -1.1 | -6 | -2 | i | -0.5 | -2 | 9 | -4
O=C1OCCC1=COCCCCOC=C1CCOC1=O | 7 | -1 | -0.8 | 1 | 3 | i | -0.1 | 0 | 3 | /
CCn1cc(C(=O)NCCCN(CC(C)C)CC(C)C)c(=O)c2cc(S(=O)(=O)N(C)C3CCCCC3)ccc21 | -6 | -13 | -1.8 | -3 | 3 | i | 0.3 | 1 | 1 | 3
COc1ccc(C2=CC(c3ccc(OC)c(OC)c3)NC(=S)N2)cc1 (stereo unspecified) | 6 | -28 | 1.8 | -10 | -19 | i | -0.6 | -5 | 0 | -12
COCCNC(=O)CN(Cc1cccs1)C(=O)CCC(=O)Nc1nccs1 | 5 | 9 | -0.4 | 5 | -1 | i | -0.1 | -1 | 8 | -4
C=CCNc1nc(NCc2cccc(OC)c2)c2sc(-c3ccccc3)cc2n1 | 25 | -7 | 4.2 | -36 | 2 | i | -0.9 | 22 | 5 | /
Cc1ccc(C)c(-c2nn(-c3cc(N4CCN(CCO)CC4)ccc3[N+](=O)[O-])c(=O)c3ccccc23)c1 | -6 | -6 | -5.2 | -12 | -25 | i | -1.1 | 2 | -8 | 2
O=C(O)c1nn(CC(=O)N2CCN(c3ccccc3)CC2)c(=O)c2ccccc12 | -4 | 16 | -1.1 | -3 | -10 | i | 0.3 | 0 | 17 | -5
